Screening data deposited in PubChem BioAssay by several laboratories.
LAP4 TOR yeast: yeast TOR pathway LAP4-GFP modulation | GFP response vs DMSO, % at 10 µM | 320,000 compounds, 0.34% hits | S. cerevisiae LAP4-GFP multiplex, flow cytometry GFP, 3 h; median GFP as percent of DMSO wells;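 active = GFP response vs DMSO above a set limit, about the screen mean plus 3 SD, cut at about 150% in these data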
CR mimetic SO: lowers age-related superoxide in aged yeast cells; 330,000 compounds, 0.18% hits; S. cerevisiae aged cells, superoxide DHE fluorescence; stronger effect = lower value; superoxide response (% of plate mean), % at 10 µM;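 active = superoxide response under a set limit, about three screen SD below normal, cut at about 65% in these data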;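 note: yeast aged for seven days with compound at 30 °C before DHE staining; 100% = average MFI of all compound-treated wells on the plate with controls excluded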
Efflux pump inh: inhibitors of Candida antifungal efflux pumps expressed in yeast; S. cerevisiae Candida pump triplex, Nile Red efflux; inhibition, % at 10 µM; 330,000 compounds, 0.44% hits; AID 485275;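 active = plate passing quality check with inhibition over a set limit, or well fluorescence over plate mean plus 4 SD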;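 note: Nile Red retained in pooled yeast measured as flow cytometry median fluorescence; 0% = buffer negative control and 100% = Enniatin B positive control; higher means more Nile Red kept so more efflux inhibition; some compounds called inactive have numbers as strong as hits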
MEP2 TOR yeast: yeast TOR pathway MEP2-GFP modulation; S. cerevisiae MEP2-GFP strain, flow cytometry GFP, 3 h; 100% = DMSO control level; GFP response vs DMSO, % at 10 µM; 330,000 compounds, 0.51% hits; AID 2016;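 active = GFP response versus DMSO above a set limit, roughly screen mean plus 3 SD, cut at about 180% in these data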;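 note: median GFP fluorescence of the barcode-gated MEP2-GFP cells per well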
AHR act: activators of human aryl hydrocarbon receptor; activation, % at 5 µM; AHR-responsive luciferase reporter cells, luminescence; P35869; 320,000 compounds, 2.5% hits; in the data active = activation above about 47%;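 note: 0% = vehicle wells and 100% = reference agonist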
Target sequence (P35869 whole entry, looked up): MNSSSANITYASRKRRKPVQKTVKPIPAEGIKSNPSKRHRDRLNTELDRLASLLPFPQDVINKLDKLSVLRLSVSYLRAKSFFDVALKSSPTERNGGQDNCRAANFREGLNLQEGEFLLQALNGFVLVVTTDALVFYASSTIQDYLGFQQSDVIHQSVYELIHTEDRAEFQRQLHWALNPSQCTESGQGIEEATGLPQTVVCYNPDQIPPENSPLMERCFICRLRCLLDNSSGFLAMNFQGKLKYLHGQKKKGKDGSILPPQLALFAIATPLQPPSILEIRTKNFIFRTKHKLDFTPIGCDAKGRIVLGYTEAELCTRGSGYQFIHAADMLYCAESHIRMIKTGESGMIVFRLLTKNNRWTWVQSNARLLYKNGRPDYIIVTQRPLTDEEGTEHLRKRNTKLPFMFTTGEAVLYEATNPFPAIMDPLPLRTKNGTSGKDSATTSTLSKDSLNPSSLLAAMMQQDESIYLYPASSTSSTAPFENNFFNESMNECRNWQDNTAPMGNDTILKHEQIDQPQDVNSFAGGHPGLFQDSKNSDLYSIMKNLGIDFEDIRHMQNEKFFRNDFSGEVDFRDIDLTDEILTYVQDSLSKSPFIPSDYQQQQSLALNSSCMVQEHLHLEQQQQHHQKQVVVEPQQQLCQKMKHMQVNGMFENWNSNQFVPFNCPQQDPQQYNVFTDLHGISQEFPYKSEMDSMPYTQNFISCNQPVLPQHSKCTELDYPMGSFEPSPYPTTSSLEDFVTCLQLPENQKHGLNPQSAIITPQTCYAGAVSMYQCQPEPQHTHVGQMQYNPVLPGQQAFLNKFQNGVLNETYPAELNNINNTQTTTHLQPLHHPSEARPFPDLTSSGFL
RPL19A-GFP yeast: yeast TOR pathway RPL19A-GFP modulation; S. cerevisiae RPL19A-GFP strain, flow cytometry, 3 h; stronger effect = lower value; percent response vs DMSO, % at 10 µM; 330,000 compounds, 0.3% hits; AID 2025;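 active = percent response vs DMSO below 50%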;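 note: median channel GFP fluorescence of the barcoded RPL19A-GFP strain; ratio of sample median GFP to plate DMSO average so 100% = DMSO; lower means less RPL19A-GFP as with rapamycin TOR inhibition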
AGP1-GFP MLPCN: yeast TOR pathway AGP1-GFP modulation | S. cerevisiae AGP1-GFP multiplex flow cytometry, 3 h; GFP as percent of DMSO wells | 320,000 compounds, 0.02% hits | GFP response vs DMSO, % at 10 µM;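 active = GFP response relative to DMSO above a set limit, near screen average plus 3 SD, cut at about 150% in these data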;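 note: median GFP channel fluorescence of the gated AGP1 strain per well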
CIT2-GFP yeast: alters CIT2-GFP fluorescence in TOR pathway yeast screen. S. cerevisiae CIT2-GFP strain, flow cytometry, 3 h; 100 means same as DMSO wells. GFP response vs DMSO, % at 10 µM. 320,000 compounds, 0.065% hits. AID 2029;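 active = GFP response relative to DMSO above a set limit, near the screen mean plus 3 SD, cut at about 150% in these data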;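 note: ratio of well median GFP fluorescence to mean of DMSO wells on the plate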
* hit, by the source's call; i = inactive; . = not tested or not shown.

Values run as follows: CR mimetic SO, MEP2 TOR yeast, AGP1-GFP MLPCN, LAP4 TOR yeast, CIT2-GFP yeast, Efflux pump inh, AHR act, RPL19A-GFP yeast
(1) COc1cc(Cl)ccc1OCc1cc(C(=O)N2CCN(c3ccccn3)CC2)no1
→ 84, 97, 97, 101, 93, 0.2, 9, 99
(2) Cn1ncc2c(=O)n(CC(=O)NC34CC5CC(CC(C5)C3)C4)cnc21
→ 96, 100, 92, 95, 102, 0.4, 1, 98
(3) CC1=[N+](C)N(c2ccccc2)C(=O)C1N=C/C=C/c1ccccc1 (configuration not stated)
→ 103, 93, 109, 109, 109, 0.3, 23, 100
(4) S=c1[nH]c(-c2ccccc2)cn1/N=C/c1cccs1
→ 78, 102, 104, 108, 92, -0.1, 67*, 101
(5) Cc1cc(/C=C2/NC(=O)NC2=O)c(C)n1-c1ccccn1
→ 104, 98, 94, 89, 98, -0.2, 137*, 101
(6) C=CCN1c2ccccc2[C@]23C[C@@H](C(=O)OC)N(C(=O)C4CCC4)C2=NC(C(=O)OC)=C(C(=O)OC)[C@H]13
→ 97, 91, 78, 108, 63, 0.1, 0, 92
(7) CCOC(=O)N1CCN(C(=O)c2oc3ccc(S(=O)(=O)N4CCOCC4)cc3c2C)CC1
→ 82, 102, 104, 93, 96, 0.1, 6, 99
(8) C=CCOn1c(=O)c(C)[n+]([O-])c2ccccc21
→ 98, 100, 99, 99, 106, -0.1, 26, 99
(9) Cc1cc(C)nc(NS(=O)(=O)c2ccc(N3C(=O)C4CCCCC4C3=O)cc2)n1 (configuration not stated)
→ 100, 105, 95, 88, 93, 0.0, -1, 104
(10) CN(Cc1ccon1)C(=O)c1ccc2nc(Cc3cccc(Cl)c3)oc2c1
→ 91, 127, 100, 116, 100, 0.1, -1, 101
(11) CCCCOc1ccc(C2=NNC(=O)CC2)cc1
→ 150, 95, 92, 106, 91, 0.0, 3, 102
(12) Cc1csc(NC(=O)CSc2ncc(-c3ccccc3)[nH]2)n1
→ 101, 90, 89, 78, 108, -0.2, 44, 102
(13) CC(C(=O)OCC(=O)c1c(N)n(C)c(=O)n(C)c1=O)N1C(=O)c2ccccc2C1=O (configuration not stated)
→ 104, 95, 93, 91, 95, 0.0, -1, 91
(14) O=C(O)C1=CCNCC1
→ 104, 102, 94, 111, 89, 0.1, 1, 106
(15) COc1ccc(C2=Nn3c(nnc3-c3ccccc3F)SC2)cc1OC1CCOC1 (configuration not stated)
→ 96, 100, 97, 94, 94, 0.0, 29, 97
(16) O=C(Cn1ccc2ccccc21)Nc1ccc2c(c1)OCO2
→ 97, 100, 102, 113, 94, -0.1, 2, 98
(17) COc1cc(C(=O)Nc2ccccc2N2CCCCC2)cc(OC)c1OC
→ 104, 105, 100, 102, 104, 0.4, 8, 106
(18) COc1ccccc1CC(=O)NCc1ccc2c(c1)OCO2
→ 97, 98, 99, 87, ., 0.2, 15, 99
(19) CCOc1cc(C2c3c(n[nH]c3C)C(=O)N2c2ccc(C)cc2)ccc1O (configuration not stated)
→ 90, 81, 93, 82, 88, -0.1, 2, 91
(20) CCOCCCNC(=S)N(CCCN(C)C)Cc1cc2cc3c(cc2[nH]c1=O)OCCO3
→ 96, 105, 104, 105, 104, -0.1, 4, 99
(21) CC(=O)c1cccc(NC(=S)NC(=O)c2ccc(Br)cc2)c1
→ 119, 96, 104, 105, 103, 0.1, 8, 102
(22) CC(C)(C)C(=O)Nc1cccc(OC(F)(F)C(F)Cl)c1 (configuration not stated)
→ 95, 95, 97, 99, 103, -0.1, 9, 98
(23) Cc1cccc(C)c1NC(=O)CN(C)C(C)C(=O)NCC(=O)Nc1ccc(F)c(F)c1F (configuration not stated)
→ 100, 101, 113, 104, 109, -0.1, 3, 107
(24) O=C(NCCc1c[nH]c2ccccc12)C1CCN(c2nnc(N3CCCC3=O)s2)CC1
→ 102, 90, ., 94, 90, 0.3, 16, 88
(25) COc1ccnc2c1c(=O)n(Cc1cccc(Cl)c1)c(=O)n2C
→ 81, 100, 116, 113, 107, -0.2, 3, 102
(26) CCOC(=O)c1ccc(S(=O)(=O)N2CCN(C3CCCC3)CC2)cc1
→ 93, 101, 110, 102, 102, 0.1, 1, 98
(27) Cc1ccc(-n2ncc(C(=O)NC3CC3)c2C2CCN(C(=O)OC(C)(C)C)CC2)c(C)c1
→ i, 101, 99, 92, 104, 0.1, 4, 97
(28) CCCCOc1nc2c(c(=O)n(C)c(=O)n2C)n1C
→ 94, 101, 108, 101, 109, 0.0, 20, 104
(29) COc1ccc([N+](=O)[O-])cc1NC(=O)C(C)OC(=O)c1cccnc1Cl (configuration not stated)
→ 110, 104, 102, 109, 101, 0.1, 8, 100
(30) COc1ccc(OCC(=O)Nc2ccc(C(=O)Nc3ccccc3C(=O)O)cc2)cc1
→ 116, 109, 99, 97, 111, -0.1, 4, 95
(31) CCCc1nc2oc(C(=O)c3ccccc3)c(N)c2c2c1COC(C)(C)C2
→ 103, 108, 98, 109, 98, 0.1, 2, 101
(32) O=C(c1cccc(S(=O)(=O)N2CCOCC2)c1)N1CCN(c2ccccc2)CC1
→ 93, 94, 91, 89, 97, -0.2, 4, 90
(33) COc1cc(C2C(C#N)=C(N)N(N(C)C)C3=C2C(=O)CC(C)(C)C3)cc(OC)c1OC (configuration not stated)
→ 112, 102, 98, 103, 92, 0.1, 2, 92
(34) CCOC(=O)c1sc2nc(CC(=O)OC)nc(NCc3ccc(F)cc3)c2c1C
→ 111, 101, 92, 100, 95, 0.1, -3, 97
(35) OCCSc1nc(N2CCOCC2)nc(N2CCOCC2)n1
→ 96, 101, 99, 104, 99, -0.1, 0, 98
(36) OCCn1c(Cl)nc2ccccc21
→ 95, 95, 104, 115, 99, -0.1, 1, 100
(37) Cc1ccc(S(=O)(=O)/N=C/c2ccc(N(C)C)cc2)cc1
→ 94, 102, 101, 94, 97, 0.3, -2, 104
(38) Cc1ccc(C)c(N2C(=O)CC(Cc3ccc(Cl)cc3)C2=O)c1 (configuration not stated)
→ 95, 100, 106, 86, 103, 0.1, -1, 105
(39) O=C(CC12CC3CC(CC(C3)C1)C2)N/N=C/c1ccc([N+](=O)[O-])o1
→ 103, 99, 85, 124, 86, -8.7, 12, 107
(40) COc1ccc(C(=O)Nc2ccc(Cl)cc2C(=O)N2CCCC(C)C2)cc1 (configuration not stated)
→ 107, 101, 98, 95, 98, 0.0, 0, 98
(41) COc1ccc([C@@H]2[C@@H]3C(=O)N(C(C)(C)C)C(=O)[C@@H]3[C@]3(Cc4ccccc4)C(=O)N(c4ccc(OC)cc4)C(=O)N23)cc1
→ 97, 94, 92, 96, 91, 0.0, 1, 102
(42) COc1ccccc1-c1nc2cc(Cl)ccc2c(=O)n1O
→ 97, 97, 101, 91, 100, -0.1, 6, 102
(43) N#Cc1cccnc1N1CCN(C(=O)c2cccc3c2C(=O)c2ccc(-c4ccc(Cl)c(C(F)(F)F)c4)cc2S3(=O)=O)CC1
→ 112, 103, 108, 119, 101, -0.3, 1, 104
(44) NC1=NS(=O)(=O)NC1c1ccc(F)cc1 (configuration not stated)
→ 88, 95, 99, 99, 93, -0.1, 0, 94
(45) COc1ccc(Cl)cc1NC(=O)CSc1nc2ccsc2c(=O)n1CC1CCC(C(=O)O)CC1 (configuration not stated)
→ 152, 96, 94, 87, 94, 0.1, 2, 100
(46) CSC1=N/C(=C\c2ccc(C)o2)C(=O)S1
→ 90, 112, 101, 100, 105, 0.0, 8, 104
(47) O=C(O)c1ccc(CSc2nnc(-c3ccccc3Br)o2)cc1
→ 99, 112, 90, 119, 80, 0.2, -3, 93
(48) O=C(Cc1ccc(Cl)cc1)Nc1cccc(-c2nnc(-c3ccco3)o2)c1
→ 94, 103, 106, 111, 113, 0.0, -17, 104
(49) O=C(NCCCO)c1cc([N+](=O)[O-])cc2c1C=Cc1ccccc1O2
→ 100, 104, 108, 96, 104, 0.0, 12, 110
(50) CCN(CC)CCCNc1nc(C)cc(COC)c1C#N
→ 113, 103, 91, 93, 100, 0.1, -1, 99
(51) CC(=O)Nc1ccc(S(=O)(=O)N2CCN(Cc3csc(C)n3)CC2)cc1
→ 101, 100, 103, 98, 104, -0.2, -2, 102
(52) CC(C)(C)NC(=O)CN(C(=O)Cn1nnc(-c2ccccc2F)n1)c1cccc2c1CCCC2
→ 98, 104, 105, 83, 120, -0.1, 1, 105
(53) CCOC(=O)C1CCN(C(=O)COc2ccc(N(C)S(=O)(=O)c3ccc(C)cc3)cc2)CC1
→ 101, 92, 101, 100, 90, 0.0, 1, 91
(54) CCN(CC(=O)Nc1c(F)cccc1F)C(=O)CNC(=O)c1cccs1
→ 115, 107, 104, 108, 93, 0.2, 2, 103
(55) O=C(Nc1nc2ccccc2[nH]1)C1CCC1
→ 75, 109, 107, 100, 108, -0.1, 14, 109
(56) Cc1cccc(C)c1NC(=O)COC(=O)CSc1nnc(N)s1
→ 91, 105, 99, 117, 95, -0.1, 0, 90
(57) Cc1ccc(S(=O)(=O)NCC(=O)N2CCN(c3ccccn3)CC2)cc1
→ 88, 94, 96, 89, 101, 0.0, 2, 90
(58) COc1ccc(C(=O)Nc2ccc(CN3CCCCC3)cc2)cc1
→ 110, 97, 111, 98, 104, 0.2, 2, 93
(59) COc1ccc(S(=O)(=O)NCc2ccccn2)cc1OC
→ 99, 89, 96, 89, 93, 1.0, 3, 96
(60) Cc1cc(C)n(-c2cc(C)c(C)cc2Br)n1
→ 95, 96, 93, 102, 89, 0.0, 1, 92

Further compounds.
Values run as follows: CR mimetic SO, MEP2 TOR yeast, AGP1-GFP MLPCN, LAP4 TOR yeast, CIT2-GFP yeast, Efflux pump inh, AHR act, RPL19A-GFP yeast
(61) CCOC(=O)C1=C(CNCc2ccccc2Cl)NC(=O)NC1c1cccc([N+](=O)[O-])c1 (configuration not stated)
→ 102, 99, 103, 102, 102, -0.1, 3, 99
(62) Cn1c(CNC(=O)c2ccco2)nnc1SCC(=O)Nc1c(F)cc(F)cc1Br
→ 99, 101, 106, 106, 98, 0.0, -1, 109
(63) O=C(O)c1ccc(CNC(=O)c2ccc(S(=O)(=O)N3CCCCC3)cc2)cc1
→ 99, 97, 107, 107, 94, 0.0, -1, 100
(64) CCCn1c(N)c(C(=O)COC(=O)CNC(=O)c2ccc(C)c(C)c2)c(=O)n(C)c1=O
→ 81, 100, 103, 104, 92, 0.2, -3, 96
(65) O=C(/C=C/c1ccc(-c2ccccc2[N+](=O)[O-])o1)c1ccccc1
→ 92, 94, 91, 112, 85, -0.1, 15, 95
(66) COC(=O)CC1COc2ccccc2N1C(=O)c1cc(OC)c(OC)c(OC)c1 (configuration not stated)
→ 94, 124, 104, 108, 123, 0.2, 3, 107
(67) c1ccc(Oc2nc(Oc3ccccc3)nc(N3CCOCC3)n2)cc1
→ 103, 87, 56, 98, 103, -0.1, -5, 98
